Screens: PubChem BioAssay, several laboratories
NR5A2 inv ag – suppresses constitutive activity of human LRH-1. O00482. HEK293T StAR-luciferase reporter, LRH-1 transfected, 24 h. 0.13% of 360,000 active. AID 602396. inhibition, % at 3.6 µM;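 active means inhibition above the mean inhibition of all tested compounds plus 3 SD, cut at about 73% in these data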;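 further: 0% = DMSO wells and 100% = reporter-only cells lacking LRH-1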
COUP-TFII inh – NR2F2 (human) inhibition, primary screen | P24468 | HEK293T NGFI-A luciferase reporter, luminescence | inhibition, % at 8.6 µM | 0.7% of 370,000 active | AID 686940;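 active means inhibition above a per-plate cutoff, mean inhibition of test wells between control levels plus 3 SD, cut at about 38% in these data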;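 further: cells cotransfected with COUP-TFII expression vector driving the NGFI-A reporter; 0% = median of COUP-TF2 test wells and 100% = reporter-only cells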
KKLEB cytotox – reduces viability of KKLEB cystic fibrosis airway cells; KKLEB CF airway cells viability, ATPlite luminescence, overnight; active compounds read low; cells stimulated with P. aeruginosa culture filtrate; activity change (cytotoxicity), % at 5 µM; 0.36% of 360,000 active; AID 602141;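 active means corrected activity change at or below -50% at 5 µM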
TWEAK-Fn14 inh – inhibitors of TWEAK-Fn14 interaction signaling. TWEAK-stimulated Fn14 reporter cells, luciferase luminescence, 8 h. inhibition, % at 10 µM. 2% of 360,000 active; in the data active means inhibition above about 50%
LMP1 NFkB inh – Epstein-Barr LMP1 NF-kappaB reporter inhibition; 0.69% of 350,000 active; LMP1-induced NF-kappaB luciferase reporter cells, luminescence; inhibition, % at 12.5 µM; in the data active means inhibition above about 41%;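 further: 0% = neutral control wells and 100% = reference inhibitor control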
NCOA1 inh – human NCOA1 inhibition. Q15788. HEK293 GAL4-SRC1 luciferase reporter, luminescence. inhibition, % at 3.6 µM. 0.12% of 360,000 active;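 active means inhibition above the campaign mean plus 3 SD, with each screening campaign given its own cutoff, cut at about 60% in these data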;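 further: 0% = DMSO treated cells and 100% = gossypol at 36 µM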
Shn3 3UTR inh – reduces Shn3 3'UTR luciferase signal in osteoblasts. Clone20 osteoblast Shn3 3'UTR firefly luciferase, 24 h. inhibition, % at 12.5 µM. 0.52% of 360,000 active;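 active means mean inhibition of at least 75% with every replicate also reaching 75%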;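 further: 0% = median of neutral control wells and 100% = pilot-screen positive control compound; some compounds past the cut are filed as inactive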
C8 TRAIL sens – sensitizes caspase-8 expressing cells to TRAIL; NB7+C8 cells + TRAIL, ATPlite viability luminescence; AID 624354; inhibition (viability loss, TRAIL sensitization), % at 10 µM; 1% of 360,000 active;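 active means compounds causing at least 50% loss of cell viability in the single-dose screen, relative to plate controls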
CF NFkB block – cystic fibrosis NF-kB activation inhibition; KKLEB NF-kB-GFP reporter, PAF-induced, GFP fluorescence overnight; inhibition, % at 5 µM; 0.86% of 360,000 active;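 active means at least 50% inhibition at 5 µM, scaled per plate between neutral and stimulator controls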;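 further: PAF is a Pseudomonas aeruginosa culture filtrate used as stimulus; plate controls were PAF-stimulated DMSO wells for no effect and unstimulated DMSO wells for full effect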
TROY signal inh – inhibitors of TROY-dependent NF-kB signaling; Q293 LMP1-TROYcd NF-kB luciferase reporter, 4 h; inhibition, % at 10 µM; 0.98% of 360,000 active;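 active means compounds whose plate-normalised and pattern-corrected inhibition of the luciferase reporter signal at the single screening dose is 50% or more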
NCOA3 inh – inhibitors of human steroid receptor coactivator 3 (SRC3); Q9Y6Q9; HEK293 GAL4-SRC3 luciferase reporter, luminescence; inhibition, % at 3.6 µM; 0.17% of 360,000 active; AID 588352;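 active means inhibition above a per-campaign cutoff, the mean of all compounds plus 3 SD, cut at about 60% in these data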;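 further: 0% = DMSO-treated cells and 100% = gossypol-treated cells at 36 µM; higher means less SRC3-driven luciferase light from the GAL4 reporter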
Target sequence (Q9Y6Q9 whole entry, looked up, the tested form may be a part): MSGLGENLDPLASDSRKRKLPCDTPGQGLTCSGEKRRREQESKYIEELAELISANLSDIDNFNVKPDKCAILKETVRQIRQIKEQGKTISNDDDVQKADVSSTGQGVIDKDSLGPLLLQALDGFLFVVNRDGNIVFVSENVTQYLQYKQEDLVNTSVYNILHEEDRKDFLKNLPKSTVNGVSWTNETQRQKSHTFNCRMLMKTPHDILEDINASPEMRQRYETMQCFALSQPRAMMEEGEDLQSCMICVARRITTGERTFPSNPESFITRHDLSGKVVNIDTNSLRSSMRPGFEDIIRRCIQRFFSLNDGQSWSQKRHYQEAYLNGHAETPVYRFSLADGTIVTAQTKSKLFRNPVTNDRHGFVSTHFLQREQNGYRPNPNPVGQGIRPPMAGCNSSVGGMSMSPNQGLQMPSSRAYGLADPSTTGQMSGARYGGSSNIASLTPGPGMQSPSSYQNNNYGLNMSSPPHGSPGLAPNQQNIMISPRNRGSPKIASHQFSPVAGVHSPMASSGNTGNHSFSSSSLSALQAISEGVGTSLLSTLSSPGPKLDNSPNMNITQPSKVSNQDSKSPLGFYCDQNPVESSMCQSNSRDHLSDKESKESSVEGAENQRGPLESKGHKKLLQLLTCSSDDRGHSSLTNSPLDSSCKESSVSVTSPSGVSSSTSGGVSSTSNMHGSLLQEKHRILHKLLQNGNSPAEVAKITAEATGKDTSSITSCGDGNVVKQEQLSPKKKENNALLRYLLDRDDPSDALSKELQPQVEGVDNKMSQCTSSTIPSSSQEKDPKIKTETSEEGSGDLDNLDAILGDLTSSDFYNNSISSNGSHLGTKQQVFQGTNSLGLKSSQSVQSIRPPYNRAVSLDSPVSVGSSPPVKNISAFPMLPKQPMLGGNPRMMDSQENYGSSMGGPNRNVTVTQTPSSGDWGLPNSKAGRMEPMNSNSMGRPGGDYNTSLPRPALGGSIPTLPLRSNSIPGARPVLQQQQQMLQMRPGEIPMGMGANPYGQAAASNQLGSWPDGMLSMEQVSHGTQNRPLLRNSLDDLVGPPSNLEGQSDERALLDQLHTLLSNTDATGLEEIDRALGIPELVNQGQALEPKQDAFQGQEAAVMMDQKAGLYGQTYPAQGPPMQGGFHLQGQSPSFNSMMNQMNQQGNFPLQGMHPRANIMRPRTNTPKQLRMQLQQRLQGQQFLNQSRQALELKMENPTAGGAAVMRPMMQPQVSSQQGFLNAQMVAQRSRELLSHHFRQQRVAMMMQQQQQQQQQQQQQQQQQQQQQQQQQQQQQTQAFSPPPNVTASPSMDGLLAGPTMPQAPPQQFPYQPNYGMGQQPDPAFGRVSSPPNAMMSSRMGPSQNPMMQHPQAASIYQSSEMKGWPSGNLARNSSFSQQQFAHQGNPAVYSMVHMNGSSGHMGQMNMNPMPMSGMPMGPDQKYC
Numbers without * were called inactive; · = not tested or not shown. An excerpt. The share of hits here may be higher or lower than overall.

SMILES	NR5A2 inv ag	COUP-TFII inh	KKLEB cytotox	TWEAK-Fn14 inh	LMP1 NFkB inh	NCOA1 inh	Shn3 3UTR inh	C8 TRAIL sens	CF NFkB block	TROY signal inh	NCOA3 inh
CC(NC(=O)COC(=O)CCC(=O)c1ccc(Cl)cc1)c1ccccc1 (stereo not given)	-12	-9	-4	6	-2	8	-17	-12	-2	-21	-10
CC(=O)Nc1ccc(C(=O)CSc2ncn(-c3ccccc3)n2)cc1	-13	-14	-9	-29	-1	-38	-29	-3	0	-21	-5
COc1cc(C(=O)Nc2ccc3c(c2)ncn3C(C)(C)C)cc(OC)c1OC	0	-28	-6	-2	3	-9	-4	0	-16	8	6
CC(C)C(=O)N=c1sc2cccc(F)c2n1C	-2	2	2	-26	7	-14	-2	4	17	-19	-11
COc1ccc(N/C=C\C(=O)c2ccc(Br)cc2)cc1OC	-20	1	-3	-73	-6	-48	-31	-4	-8	-33	-54
COc1cccc(Cn2cccc(NC(=O)NCc3ccccc3)c2=O)c1	-14	-3	-14	9	2	5	-16	2	10	-8	-14
Cc1cc(OCC(=O)N2CCOCC2)c(C(C)C)cc1Cl	-1	-15	-6	4	-4	-5	-1	-13	0	2	20
CCn1c(C)c(C(=O)O)c2cc(OC)c3ccccc3c21	26	-3	0	5	-1	-10	14	11	-4	-6	-8
Cc1nn(C(=O)N2CCOCC2)c(C)c1C	13	-4	0	-3	2	-22	-11	-2	-9	-1	21
Cc1ccc(NC(=O)CCNCc2ccco2)cc1S(=O)(=O)N(C)C	1	2	-2	-4	5	-6	8	3	-8	-26	13
Cc1nc2nc(SCC(=O)c3ccc([N+](=O)[O-])cc3)[nH]c2cc1Br	-9	4	6	-4	-5	-11	-15	-10	1	12	-5
Cc1cc(C)n2nc(SCC(=O)NC(=O)NCc3ccco3)nc2n1	-1	9	5	0	2	3	9	0	5	4	10
Cc1nn2c(-c3cccc(NC(=O)c4ccco4)c3)nnc2c2ccccc12	-28	-5	13	5	31	-6	8	20	-94	-18	-18
Cc1ccc(C(=O)CCC(=O)N2CCN(C(=O)c3ccco3)CC2)cc1	10	0	-6	0	-6	-12	-5	-4	9	-10	5
CCOCCn1c(SCc2ccc(F)cc2)nc2c1c(=O)[nH]c(=O)n2C	12	3	-2	-12	3	-10	14	-1	-2	1	-46
Cc1cc(NC(=O)CSc2nc(C)c(C)c(=O)[nH]2)no1	6	-11	-4	28	0	10	7	-8	12	-28	2
Cc1cc(NC(=O)C(C)Oc2ccc(Cl)cc2Cl)n(-c2ccccc2)n1 (stereo not given)	0	14	-4	0	-9	2	16	0	6	-9	22
CC(C)Sc1nnc(Nc2ccccc2)s1	-137	-44	-2	-23	-38	-111	-92	-5	1	-50	-75
Cc1c(NC(=O)CN2CCN(c3ccc(O)cc3)CC2)c(=O)n(-c2ccccc2)n1C	-17	-3	-2	-3	-6	-5	-19	-2	-1	0	-3
O=S(=O)(c1ccc(Cl)cc1)N1CCN(c2ncnc3sccc23)CC1	21	47*	8	34	10	6	83	26	-20	22	11
CC(C)CCn1cnc2c(c1=O)c1nc3ccccc3nc1n2Cc1ccc2c(c1)OCO2	11	13	3	14	4	0	13	-41	-19	5	-1
COc1cc(CNCCO)ccc1OCCc1ccccc1	-18	-9	-8	-2	2	-30	-26	9	-10	3	-40
CCNC(=S)N1CCC(c2nc3cc(C)c(C)cc3[nH]2)CC1	-9	-2	-2	-1	-8	-5	-21	0	-2	-8	12
CCC(C)Sc1nc2c(cnn2-c2ccc(C)cc2)c(=O)[nH]1 (stereo not given)	5	0	-1	-48	2	-16	12	4	14	7	6
COc1cc2cc(C(c3nnnn3C(C)(C)C)N3CCc4ccccc43)c(=O)[nH]c2cc1OC (stereo not given)	22	3	-2	-16	6	-7	18	6	13	-18	-2
S=C1NC(c2ccccc2)=NCN1c1ccc(Cl)cc1	-59	-42	2	-40	-6	-40	-27	14	5	-73	-20
O=S(=O)(c1ccc(Cl)cc1)n1cnc2ccccc21	-9	-6	-8	-20	1	-13	-1	-4	-9	-52	4
c1ccc(CNc2nc(NCCc3ccncc3)c3sccc3n2)cc1	-3	12	-6	28	·	-5	39	33	6	43	-11
CC(=O)NCCc1nc2ccccc2n1Cc1ccc(Cl)cc1	-7	14	15	-7	9	-13	10	-5	-1	27	19
CCOC(=O)C1=C(O)/C(=C/c2cn(CC(=O)NCC3CCCO3)c3ccccc23)SC1=Nc1ccc(C)cc1 (stereo not given)	-13	·	-56*	26	-7	4	69	57*	58*	0	-5
CN(C)S(=O)(=O)c1ccc2oc(SCC(=O)NCC(F)(F)F)nc2c1	-16	-10	1	4	-7	3	-4	-5	3	6	-6
CC(=O)OCC(=O)C1CCC2C3CC=C4CC(O)CCC4(C)C3CCC12C (stereo not given)	4	11	40	-16	-1	5	6	-7	5	-13	2
CN1CCC(N(C)C(=S)NC(=O)C23CC4CC(CC(C4)C2)C3)CC1	6	1	-2	17	-4	4	16	5	-11	1	12
Cc1cc(C(=O)N2CCCC2)n[nH]1	-2	-12	-4	17	-16	4	6	-15	2	-8	3
COc1ccc(C(=O)c2sc(Nc3ccccc3F)nc2N)cc1	-114	-56	-12	-1	13	-58	-34	-9	44	-13	-42
CC1(C(=O)NS(=O)(=O)c2ccccc2)CCN1C(=O)Cc1ccccc1 (stereo not given)	23	-10	8	-31	·	-16	-13	-6	-8	-9	-3

Exported in markdown: 13 of the compounds above.
| compound | NR5A2 inv ag | COUP-TFII inh | KKLEB cytotox | TWEAK-Fn14 inh | LMP1 NFkB inh | NCOA1 inh | Shn3 3UTR inh | C8 TRAIL sens | CF NFkB block | TROY signal inh | NCOA3 inh |
| --- | --- | --- | --- | --- | --- | --- | --- | --- | --- | --- | --- |
| CCC(C)Sc1nc2c(cnn2-c2ccc(C)cc2)c(=O)[nH]1 (stereo not given) | 5 | 0 | -1 | -48 | 2 | -16 | 12 | 4 | 14 | 7 | 6 |
| COc1cc2cc(C(c3nnnn3C(C)(C)C)N3CCc4ccccc43)c(=O)[nH]c2cc1OC (stereo not given) | 22 | 3 | -2 | -16 | 6 | -7 | 18 | 6 | 13 | -18 | -2 |
| S=C1NC(c2ccccc2)=NCN1c1ccc(Cl)cc1 | -59 | -42 | 2 | -40 | -6 | -40 | -27 | 14 | 5 | -73 | -20 |
| O=S(=O)(c1ccc(Cl)cc1)n1cnc2ccccc21 | -9 | -6 | -8 | -20 | 1 | -13 | -1 | -4 | -9 | -52 | 4 |
| c1ccc(CNc2nc(NCCc3ccncc3)c3sccc3n2)cc1 | -3 | 12 | -6 | 28 | · | -5 | 39 | 33 | 6 | 43 | -11 |
| CC(=O)NCCc1nc2ccccc2n1Cc1ccc(Cl)cc1 | -7 | 14 | 15 | -7 | 9 | -13 | 10 | -5 | -1 | 27 | 19 |
| CCOC(=O)C1=C(O)/C(=C/c2cn(CC(=O)NCC3CCCO3)c3ccccc23)SC1=Nc1ccc(C)cc1 (stereo not given) | -13 | · | -56* | 26 | -7 | 4 | 69 | 57* | 58* | 0 | -5 |
| CN(C)S(=O)(=O)c1ccc2oc(SCC(=O)NCC(F)(F)F)nc2c1 | -16 | -10 | 1 | 4 | -7 | 3 | -4 | -5 | 3 | 6 | -6 |
| CC(=O)OCC(=O)C1CCC2C3CC=C4CC(O)CCC4(C)C3CCC12C (stereo not given) | 4 | 11 | 40 | -16 | -1 | 5 | 6 | -7 | 5 | -13 | 2 |
| CN1CCC(N(C)C(=S)NC(=O)C23CC4CC(CC(C4)C2)C3)CC1 | 6 | 1 | -2 | 17 | -4 | 4 | 16 | 5 | -11 | 1 | 12 |
| Cc1cc(C(=O)N2CCCC2)n[nH]1 | -2 | -12 | -4 | 17 | -16 | 4 | 6 | -15 | 2 | -8 | 3 |
| COc1ccc(C(=O)c2sc(Nc3ccccc3F)nc2N)cc1 | -114 | -56 | -12 | -1 | 13 | -58 | -34 | -9 | 44 | -13 | -42 |
| CC1(C(=O)NS(=O)(=O)c2ccccc2)CCN1C(=O)Cc1ccccc1 (stereo not given) | 23 | -10 | 8 | -31 | · | -16 | -13 | -6 | -8 | -9 | -3 |

Further compounds:
SMILES	NR5A2 inv ag	COUP-TFII inh	KKLEB cytotox	TWEAK-Fn14 inh	LMP1 NFkB inh	NCOA1 inh	Shn3 3UTR inh	C8 TRAIL sens	CF NFkB block	TROY signal inh	NCOA3 inh
O=S(=O)(Nc1cc(S(=O)(=O)N2CCCC2)ccc1O)c1ccc(Cl)s1	-15	-14	5	0	-5	-4	12	16	6	1	-9
CCOC(=O)c1sc(NC(=O)CSc2ncccn2)c(C#N)c1C	8	6	-6	-9	0	0	28	16	-1	4	-2
NS(=O)(=O)c1ccc(NC(=O)CSc2nc3c(cnn3-c3ccccn3)c(=O)[nH]2)cc1	17	8	12	8	3	0	-2	-9	-7	-6	0
CCOC(=O)c1c(-c2ccccc2)oc2cc(Br)c(O)c(C=O)c12	-10	-18	-1	98*	2	4	-11	11	68*	75*	-18
COc1ccc(NC(=O)Nc2ccc3c(c2)C(=O)N([C@@H](C)CO)C[C@@H](C)[C@@H](CN(C)S(=O)(=O)c2cn(C)cn2)O3)cc1	14	-15	4	-9	-4	-17	16	-5	-3	-12	-2
COc1ccc(C2=Nc3ccc(Br)cc3C(c3ccccc3)N2CC(=O)NN)cc1 (stereo not given)	-5	7	7	-8	12	9	2	-10	8	7	7
C/C(=N\NC(=O)c1nnn(-c2nonc2N)c1-c1cccs1)c1cccc(O)c1	-9	5	-4	-11	4	-7	25	8	2	-2	11
Cn1c(CC(=O)NNC(=O)c2ccc(F)cc2F)nc2ccccc21	-2	-9	-5	-4	-42	7	15	-4	-7	13	7
CCOCCn1ccc2c(OCC(=O)NCc3ccccc3)cccc2c1=O	18	10	-6	0	1	6	-3	16	29	8	8
CCn1c(SC(C)C(=O)Nc2ccc(N3CCOCC3)cc2)nnc1C1CC1 (stereo not given)	-13	22	20	-2	1	1	3	-23	0	-5	-4
COc1ccc2c(CC(=O)NCC3CCC(C(=O)O)CC3)cc(=O)oc2c1 (stereo not given)	-4	12	-5	-7	-2	-5	9	11	12	3	-10
Cc1cc(SCC(=O)NCCN2C(=O)CSC2=O)nc2c(C)cccc12	-20	-22	-11	-7	5	-8	-8	22	8	-12	17
c1coc(CN2CNc3nc4ccccc4n3C2)c1	-15	6	7	5	-11	9	20	-5	-2	-6	-22
O=C(NCc1ccccc1)C1CCCN(C(=O)NCc2ccccc2)C1 (stereo not given)	-1	-16	4	0	-3	-10	-16	-14	-8	5	0
C/C(CC(=O)NCCCN1CCOCC1)=N\NC(=O)COc1ccc(C)cc1	15	12	26	11	8	4	-8	-3	-33	1	6
C/C(=N\NC(=O)c1ccc(Cl)cc1)c1cccs1	-90	-52	-12	41	18	-108	-21	75*	-7	-49	-85
O=S(=O)(NCc1csc(-c2cccs2)n1)c1cccc(C(F)(F)F)c1	0	-4	-5	-1	-2	-10	14	-19	7	3	28

Compound profiles, as listed above. Order of screens: NR5A2 inv ag, COUP-TFII inh, KKLEB cytotox, TWEAK-Fn14 inh, LMP1 NFkB inh, NCOA1 inh, Shn3 3UTR inh, C8 TRAIL sens, CF NFkB block, TROY signal inh, NCOA3 inh
O=S(=O)(NCc1csc(-c2cccs2)n1)c1cccc(C(F)(F)F)c1 is listed as 0, -4, -5, -1, -2, -10, 14, -19, 7, 3, 28
C/C(CC(=O)NCCCN1CCOCC1)=N\NC(=O)COc1ccc(C)cc1 is listed as 15, 12, 26, 11, 8, 4, -8, -3, -33, 1, 6
